# Bioassay records from PubChem BioAssay.
# mIAP block = inhibitors of mouse IAP, primary screen, biochemical, luminescence, uHTS | intestinal alkaline phosphatase [Mus musculus] | purified mouse IAP, CDP-Star luminescence, 30 min | inhibition, % at 10 µM | hit rate 0.2% among 330,000;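 active means inhibition of at least 40% at 10 µM in the primary screen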;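 further: plate controls were DMSO with enzyme for no effect and no enzyme wells for full effect; values of inactives mirror those of a sister screen read the other way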
# beta cell repl = inducers of MIN6 beta-cell proliferation, primary screen, ATP luminescence, uHTS; MIN6 cells proliferation, ATPlite luminescence, 48 h; cells starved in 0.2% serum; 100% = growth in 10% serum; hit rate 0.29% among 330,000; proliferation, % at 10 µM;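 active means compounds whose signal lies at least 3.5 SD above the mean of all wells on their plate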;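 further: 0% = DMSO-treated cells in low-serum medium and 100% = 10% serum control; some compounds called inactive have numbers as strong as hits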
# hIAP act = human IAP activators, primary screen, biochemical, luminescence, uHTS; Intestinal-type alkaline phosphatase (Homo sapiens), P09923; purified human IAP, CDP-Star luminescence, 30 min; hits give high values; 1 = vehicle-only enzyme, 0 = enzyme-free background; activation factor at 10 µM; hit rate 0.16% among 330,000;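 active means activation factor of the enzyme at least 2-fold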; further: the source names both 10 and 20 µM as test concentration; values of inactives mirror those of a sister screen read the other way
# Target sequence (P09923 whole entry, looked up): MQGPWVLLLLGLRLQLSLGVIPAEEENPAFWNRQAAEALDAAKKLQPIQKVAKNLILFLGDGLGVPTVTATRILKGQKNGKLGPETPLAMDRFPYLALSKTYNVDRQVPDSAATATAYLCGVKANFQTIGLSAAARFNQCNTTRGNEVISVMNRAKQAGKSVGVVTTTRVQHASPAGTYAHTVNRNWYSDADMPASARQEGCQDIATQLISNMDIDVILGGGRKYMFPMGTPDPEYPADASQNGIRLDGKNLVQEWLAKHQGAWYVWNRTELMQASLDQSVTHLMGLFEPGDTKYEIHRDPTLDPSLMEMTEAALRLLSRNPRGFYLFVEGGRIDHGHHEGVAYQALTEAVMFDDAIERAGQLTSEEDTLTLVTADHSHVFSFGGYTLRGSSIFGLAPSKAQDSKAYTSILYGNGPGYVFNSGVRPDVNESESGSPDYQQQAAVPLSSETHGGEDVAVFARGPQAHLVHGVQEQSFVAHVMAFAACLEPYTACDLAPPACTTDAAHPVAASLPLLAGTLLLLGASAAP
# GRIN3A LBD mod = binders of NR3A ligand-binding domain, primary screen, biophysical, differential scanning fluorimetry, uHTS; Glutamate receptor ionotropic, NMDA 3A (GRIN3A) ligand-binding domain; NR3A LBD differential scanning fluorimetry, Tm shift; 0% = protein alone, 100% = glycine-bound protein; Tm shift relative to glycine control, % at 25 µM; hit rate 2.5% among 340,000; AID 1259313, 2017;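 active means melting temperature shift of at least 10% of the positive control shift, at one fixed dose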
# hIAP block = human IAP inhibitors, primary screen, biochemical, luminescence, uHTS; Intestinal-type alkaline phosphatase (Homo sapiens), P09923; purified IAP, CDP-Star luminescence, 30 min; inhibition, % at 10 µM; hit rate 0.12% among 330,000; AID 2544, 2010;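 active means inhibition reaching a set limit with compound at 10 µM in the primary screen, cut at about 35% in these data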;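 further: plate controls were DMSO wells with enzyme for no effect and no-enzyme buffer wells for full effect; values of inactives mirror those of a sister screen read the other way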
# MPTP block = mitochondrial permeability transition pore inhibitors, primary screen, biochemical, isolated mouse mitochondria, absorbance | inhibition, % at 10 µM | hit rate 1.4% among 360,000 | AID 602449, 2012 | Ca2+ swelling absorbance, 30 min;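 active means inhibition of 50% or more, scaled per plate between neutral and stimulator controls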;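 further: 0% = DMSO wells given calcium and 100% = 1 mM EGTA wells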
# APOBEC3A inh = APOBEC3A ssDNA deaminase inhibitors, primary screen, selectivity assay for APOBEC3G inhibitor project, biochemical, FAM/TAMRA oligo cleavage fluorescence | recombinant A3A, FAM/TAMRA ssDNA deamination fluorescence | inhibition, % at 20 µM | hit rate 0.41% among 330,000;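 active means at least 40% inhibition at 20 µM here, with at most 30% in a related deaminase screen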;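 further: plate controls were A3A with DMSO for no effect and wells lacking A3A enzyme for full effect; some results filed as inactive read as strong as hits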
# mIAP activ = activators of mouse IAP, primary screen, biochemical, luminescence, uHTS. intestinal alkaline phosphatase [Mus musculus]. muIAP, CDP-Star luminescence, 30 min; hits give high values; 1 = vehicle-only enzyme signal, 0 = enzyme-free wells. activation factor at 10 µM. hit rate 0.24% among 330,000;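 active means activation factor of at least 2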; further: the source names both 10 and 20 µM as test concentration; values of inactives mirror those of a sister screen read the other way
#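 Assay system: mouse IAP enzyme; Reagent: CDP-Star chemiluminescent phosphatase substrate; Compound: DMSO-dissolved test compounds; Incubation: 30 min, room temperature; Technique: luminescence from enzymatic CDP-Star hydrolysis; Controls: DMSO-only wells and no-enzyme negative control.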
# APOBEC3G inh = APOBEC3G DNA deaminase inhibitors, primary screen, biochemical, fluorescence, single-stranded DNA substrate, uHTS; DNA dC->dU-editing enzyme APOBEC-3G (Homo sapiens), Q9HC16; recombinant A3G, ssDNA deamination FAM/TAMRA fluorescence; inhibition, % at 20 µM; hit rate 0.28% among 330,000; AID 493012, 2011;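 active means inhibition of at least 40% at 20 µM, with no more than 30% in the related APOBEC3A deaminase screen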;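 further: plate controls were DMSO wells with A3G for no effect and wells lacking A3G enzyme for full effect; some compounds called inactive have numbers as strong as hits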
# Target sequence (Q9HC16 whole entry, looked up): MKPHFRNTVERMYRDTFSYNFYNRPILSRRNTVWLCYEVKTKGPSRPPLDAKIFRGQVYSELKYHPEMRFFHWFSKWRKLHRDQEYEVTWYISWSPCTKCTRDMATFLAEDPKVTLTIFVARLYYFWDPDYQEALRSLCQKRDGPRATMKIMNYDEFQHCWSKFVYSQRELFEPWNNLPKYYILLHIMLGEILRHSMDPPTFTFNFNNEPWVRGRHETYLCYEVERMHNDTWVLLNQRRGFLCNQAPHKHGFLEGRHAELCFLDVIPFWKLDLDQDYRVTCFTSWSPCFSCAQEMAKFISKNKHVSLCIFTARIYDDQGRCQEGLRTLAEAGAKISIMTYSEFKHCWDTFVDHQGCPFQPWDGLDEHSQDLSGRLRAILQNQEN
# * hit, by the source's call; / = not tested or not shown.
Compound	mIAP block	beta cell repl	hIAP act	GRIN3A LBD mod	hIAP block	MPTP block	APOBEC3A inh	mIAP activ	APOBEC3G inh
O=C(Nc1ccccc1N1CCN(c2ccccc2)CC1)c1ccccc1	-2	-1	1.3	1	-27	0.8	-3	1	-8
N#Cc1c(N)nc(SCC(=O)NCc2ccc3c(c2)OCO3)c(C#N)c1-c1cccs1	7	1	0.91	-17	9	-4.9	3	0.93	0
CCN1CC(=O)Nc2cc(S(=O)(=O)N3CCOCC3)ccc21	1	-1	1.1	0	-8	0.7	0	0.99	-5
Cc1cc(C)nc(/N=C2\NC(=O)CC(C(=O)O)N2c2ccc(C)c(C)c2)n1 (centres undefined)	0	2	1.1	-2	-12	-1.1	-2	1	-6
O=C(NC1CCCC1)c1ccc(Cl)c(S(=O)(=O)N2CCOCC2)c1	2	-2	1.1	0	-6	0.7	-2	0.98	-5
Cc1ccc(C)c(N2CCN(C(=O)c3cn(C)c4ccc(S(=O)(=O)N(C)C)cc4c3=O)CC2)c1	8	3	1	-5	-2	-0.7	3	0.92	8
Cc1ccc(S(=O)(=O)N(CC(=O)Nc2cccnc2)c2ccccc2C)cc1	-12	-2	1.1	-2	-7	0.4	-1	1.1	-6
CCCCNCc1ccc(OCc2ccc(Cl)nc2)c(OC)c1	4	-2	1	0	-2	2.0	3	0.96	2
COCCNC(=S)Nc1ccc2nc(N3CCCC3)cc(C)c2c1	9	0	0.89	1	11	0.3	1	0.91	-3
CCOC(=O)CCCn1ncn2c(cc3occc32)c1=O	2	-1	1.1	-3	-11	-0.1	3	0.98	-3
CC(N=C1NC(C)(C)Cc2ccccc21)C(=O)O (centres undefined)	9	0	0.84	1	16	1.9	10	0.91	-6
COc1ccccc1N1CCN(/N=C/C=C\c2ccccc2[N+](=O)[O-])CC1	-11	2	0.94	2	6	-1.5	-3	1.1	-8
COc1ccc(-c2cc(C(F)(F)F)nc(NCc3cccnc3)n2)cc1	14	-2	1.1	-1	-9	0.7	1	0.86	-6
Cc1nc(Nc2ccc(Br)cc2Br)c([N+](=O)[O-])c(=O)[nH]1	18	0	0.8	-3	20	1.0	-6	0.82	-8
CCOC(=O)CC[C@H](NC(=O)Cn1cnc2c(SC)nc(N)nc21)C(=O)OCC	-6	-5	0.98	3	2	0.0	0	1.1	-1
COc1ccc(-c2[nH]ncc2CN2CCN(Cc3cccs3)CC2)c(F)c1	-4	-5	1.1	-3	-5	0.7	2	1	8
Cc1[nH]nc2c1C(C(C)C)C(C#N)=C(N)O2 (centres undefined)	-2	0	1.1	0	-11	-7.2	-4	1	-8
COc1ccc2c(C(=O)CCl)c[nH]c2c1	-10	-6	0.8	-16	20	3.2	-3	1.1	-9
COc1cc2ccccc2cc1C(=O)Nc1ccccc1N1CCCC1	5	-6	0.9	-1	10	-0.1	-3	0.95	-10
CC1=C(C(=O)N(C)C)C(c2cccs2)NC(=O)N1 (centres undefined)	2	2	1.1	-1	-8	-5.7	1	0.98	-4
CCOc1ccc(CNS(=O)(=O)c2c(C)nc3scc(C)n3c2=O)cc1OC	7	0	1.1	-1	-6	0.1	-3	0.93	-11
CC(C)(C)NC(=O)c1cccnc1Sc1ccccc1	6	-1	1	-2	-4	-2.4	8	0.94	-2
COc1ccc(C2(O)CC3CCC(C2)N3c2nc(C)cc(C)c2C#N)cc1 (centres undefined)	-10	2	0.99	-1	1	-0.5	-1	1.1	-1
CC(=O)Nc1ccc(/C=C2/Sc3ccccc3C2=O)cc1	0	-2	0.96	5	4	1.6	2	1	-7
CCNS(=O)(=O)c1ccc(C)c(-n2cnnn2)c1C	-9	0	1.2	0	-16	0.1	2	1.1	-4
Cc1ccc(NC(=O)c2cc(S(=O)(=O)N3CCOCC3)cs2)cc1	0	-3	0.93	3	7	0.3	-8	1	-9
COCCn1c(C)cc(C(=O)CSc2nnnn2C2CCCC2)c1C	-6	-3	1.1	1	-10	-0.1	-3	1.1	-4
CCCn1c(SCC(=O)c2ccc3c(c2)NC(=O)CO3)nc2ccccc21	6	-4	0.93	-2	7	4.6	0	0.94	0
O=C(Nc1ccccc1)N1N=C(c2ccc(F)cc2)CC1c1ccc(F)cc1 (centres undefined)	3	-6	0.84	2	16	9.1	2	0.97	-3
CS(=O)(=O)c1ccc(Cl)c(C(=O)NC2CCSc3ccccc32)c1 (centres undefined)	-1	0	0.86	1	14	2.1	9	1	-5
CN(C(=O)c1cccs1)c1ccc(OCC(=O)N2CCC(C(N)=O)CC2)cc1	10	-4	0.89	-1	11	-3.1	2	0.9	-4
COc1cccc(OCCOCCOc2ccc(C)cc2[N+](=O)[O-])c1	26	0	0.93	3	7	2.0	0	0.74	-7
COc1ccccc1OCc1ccc(C(=O)NCC2CCCO2)cc1 (centres undefined)	-1	1	0.93	-1	7	-1.0	-2	1	-3
CC1CCCCN1C(=S)NC(=O)c1cc(Br)ccc1Cl (centres undefined)	-4	-3	0.91	0	9	-0.3	-7	1	-10
COC(=O)C(O)(CC(=O)Nc1ccccc1OC)C(F)(F)F (centres undefined)	1	-2	1.1	3	-9	-0.7	1	0.99	-2
CN(C)CCN(C(=O)c1cccc(Cl)c1)c1nc2c(Cl)cccc2s1	9	0	1.1	0	-10	1.1	0	0.91	-1
CCc1cc(C(=O)NC2CCCN(Cc3ccccc3F)C2)n(C)n1 (centres undefined)	-5	-7	1.2	3	-22	3.9	0	1.1	1
Cc1ccc([N+](=O)[O-])c(OCCCNCC(C)O)c1 (centres undefined)	2	-3	0.99	0	1	0.0	3	0.97	-9
Cc1ccc(S(=O)(=O)N2CCOCC2)cc1C(=O)NNC(=O)c1ccoc1C	1	-1	1.3	0	-29	0.1	-7	0.99	-7
CCCCn1c(N)c(N(Cc2ccccc2OC)C(=O)c2cc(=O)[nH]c3ccccc23)c(=O)[nH]c1=O	1	-4	1.2	-1	-15	-1.0	14	0.99	3
CC1CC(C)CN(C(=O)c2ccc3ccccc3c2)C1 (centres undefined)	-3	0	0.94	0	6	0.1	1	1	-8
CC(=O)c1cc2c(cc1N/C(=N/S(=O)(=O)c1ccccc1)c1ccc(Cl)cc1)OCO2	1	0	0.96	-12	4	0.5	0	0.99	-9
COc1ccc(C2/C=C\CN3CCC[C@H]3C(=O)N2Cc2ccc(F)cc2)cc1 (some centres undefined)	1	/	/	3	/	0.4	0	0.99	0
CCCCCCSc1cc(C)nc2ncnn12	1	0	0.98	-5	2	-1.7	0	0.99	-7
CCc1cc(-c2n[nH]c(C)c2-c2nc3ccccc3n2C)c(O)cc1O	4	-2	1.8	-2	-80	-0.5	-2	0.96	-4
CCOC(=O)c1cccc(C(=O)Oc2ccccc2)n1	2	-4	0.95	0	5	-0.4	2	0.98	-3
Cc1ccc(NC(=O)Nc2ccnc(-c3cccnc3)n2)cc1	-3	2	0.96	34*	4	0.8	1	1	-3
CC(C)(C)c1cc(C(=O)NCc2cccnc2)ccn1	0	-4	0.89	-1	11	3.3	-4	1	-6
C/C(CCC12CC3CC(CC(C3)C1)C2)=N\NC(N)=S	-2	-4	1.2	-1	-16	-0.2	-1	1	-2
COc1ccc(NC2CCCN(C(=O)CCc3cccc(Cl)c3)C2)cc1 (centres undefined)	0	-3	0.92	1	8	0.1	-12	1	-6

# Just APOBEC3G inh, hIAP act and hIAP block (2 entries from above):
Structure | APOBEC3G inh | hIAP act | hIAP block
CC1CCCCN1C(=S)NC(=O)c1cc(Br)ccc1Cl (centres undefined) | -10 | 0.91 | 9
COC(=O)C(O)(CC(=O)Nc1ccccc1OC)C(F)(F)F (centres undefined) | -2 | 1.1 | -9

# The listing continues.
Compound	mIAP block	beta cell repl	hIAP act	GRIN3A LBD mod	hIAP block	MPTP block	APOBEC3A inh	mIAP activ	APOBEC3G inh
COc1ccccc1NC(=S)N1CCC(NC(=O)NC23CC4CC(CC(C4)C2)C3)CC1	-22	-3	1.1	2	-10	2.4	-7	1.2	-5
O=C(Nc1cccc(F)c1)c1ccc(S(=O)(=O)N2CCOCC2)cc1	-2	2	0.92	4	8	-1.3	0	1	0
O=C(Cc1cccc2ccccc12)Nc1ccc(N2CCOCC2)cc1	-8	-3	0.85	0	15	-2.3	-3	1.1	-4
O=C(COc1ccc(S(=O)(=O)N2CCCC2)cc1)NCC1CCCO1 (centres undefined)	6	-1	1	-1	-3	-1.7	-1	0.94	-5
Cc1ccc(NC(=O)c2cc(=O)[nH]c3ccccc23)cc1	9	0	1	-1	-2	0.4	-2	0.91	-4

# Seven compounds from above, ordered by count of non-hydrogen atoms, low to high.
Compound	mIAP block	beta cell repl	hIAP act	GRIN3A LBD mod	hIAP block	MPTP block	APOBEC3A inh	mIAP activ	APOBEC3G inh
C/C(CCC12CC3CC(CC(C3)C1)C2)=N\NC(N)=S	-2	-4	1.2	-1	-16	-0.2	-1	1	-2
CC(C)(C)c1cc(C(=O)NCc2cccnc2)ccn1	0	-4	0.89	-1	11	3.3	-4	1	-6
Cc1ccc(NC(=O)c2cc(=O)[nH]c3ccccc23)cc1	9	0	1	-1	-2	0.4	-2	0.91	-4
Cc1ccc(NC(=O)Nc2ccnc(-c3cccnc3)n2)cc1	-3	2	0.96	34*	4	0.8	1	1	-3
O=C(Nc1cccc(F)c1)c1ccc(S(=O)(=O)N2CCOCC2)cc1	-2	2	0.92	4	8	-1.3	0	1	0
COc1ccc(NC2CCCN(C(=O)CCc3cccc(Cl)c3)C2)cc1 (centres undefined)	0	-3	0.92	1	8	0.1	-12	1	-6
COc1ccccc1NC(=S)N1CCC(NC(=O)NC23CC4CC(CC(C4)C2)C3)CC1	-22	-3	1.1	2	-10	2.4	-7	1.2	-5

# Sorted by the number under GRIN3A LBD mod (low to high): three from the list above
structure,mIAP block,hIAP act,GRIN3A LBD mod,hIAP block,MPTP block,APOBEC3A inh,mIAP activ,APOBEC3G inh
Cc1cc(C)nc(/N=C2\NC(=O)CC(C(=O)O)N2c2ccc(C)c(C)c2)n1 (centres undefined),0,1.1,-2,-12,-1.1,-2,1,-6
CC1CC(C)CN(C(=O)c2ccc3ccccc3c2)C1 (centres undefined),-3,0.94,0,6,0.1,1,1,-8
CCc1cc(C(=O)NC2CCCN(Cc3ccccc3F)C2)n(C)n1 (centres undefined),-5,1.2,3,-22,3.9,0,1.1,1
